Assay outcomes: PubChem BioAssay, The Scripps Research Institute Molecular Screening Center
PAD4 inh = blocks human protein arginine deiminase 4; Q9UM07; recombinant PAD4, RCA probe fluorescence polarization; inhibition, % at 6.36 µM; 330,000 compounds, 0.41% hits; AID 485272;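 active = percent inhibition above a cutoff equal to the mean of all tested compounds plus 3 SD, cut at about 15% in these data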;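 also: 0% = PAD4 with RCA probe and DMSO and 100% = probe without PAD4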
Target sequence (Q9UM07 whole entry, looked up): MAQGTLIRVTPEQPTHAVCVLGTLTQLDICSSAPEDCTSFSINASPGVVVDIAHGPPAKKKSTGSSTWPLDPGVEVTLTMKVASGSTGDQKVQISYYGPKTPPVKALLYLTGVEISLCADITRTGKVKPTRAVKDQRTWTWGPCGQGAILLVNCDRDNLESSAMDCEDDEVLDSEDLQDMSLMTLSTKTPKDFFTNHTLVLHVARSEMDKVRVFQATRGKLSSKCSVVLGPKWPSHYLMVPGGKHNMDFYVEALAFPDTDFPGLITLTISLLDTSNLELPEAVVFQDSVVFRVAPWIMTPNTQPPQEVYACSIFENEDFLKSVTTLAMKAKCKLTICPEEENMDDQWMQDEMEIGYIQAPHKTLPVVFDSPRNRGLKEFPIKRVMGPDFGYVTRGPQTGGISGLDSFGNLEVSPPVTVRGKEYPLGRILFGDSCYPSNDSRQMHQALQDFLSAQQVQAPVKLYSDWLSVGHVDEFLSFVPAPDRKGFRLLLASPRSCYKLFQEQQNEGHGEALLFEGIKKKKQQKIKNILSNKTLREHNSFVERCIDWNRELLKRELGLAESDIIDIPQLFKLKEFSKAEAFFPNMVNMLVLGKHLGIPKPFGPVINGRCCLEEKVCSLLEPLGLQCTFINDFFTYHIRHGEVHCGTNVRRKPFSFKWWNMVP
pPAFAH inh = inhibitors of human plasma PAF acetylhydrolase (pPAFAH). Q13093. 330,000 compounds, 1.5% hits. recombinant pPAFAH, FP-rhodamine probe fluorescence polarization. inhibition, % at 3.39 µM;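 active = inhibition above the mean inhibition across the screen plus 3 SD, cut at about 25% in these data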;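 also: inhibitors block binding of the rhodamine activity-based probe so polarization drops; 0% = enzyme with DMSO and 100% = wells lacking pPAFAH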
PAFAH1B3 inh = PAFAH1B3 (human) inhibition | recombinant PAFAH1B3, FP-rhodamine probe, fluorescence polarization | inhibition, % at 3.39 µM | 340,000 compounds, 0.28% hits;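 active = inhibition above the screen-wide average of all tested compounds plus 3 SD, cut at about 25% in these data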;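 also: 0% = enzyme with DMSO only and 100% = wells lacking PAFAH1B3 protein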
PME-1 inh = PME-1 (human) inhibition; Q9Y570; 320,000 compounds, 0.53% hits; inhibition, % at 5.9 µM; recombinant PME-1, FP-Rh probe fluorescence polarization;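 active = inhibition above the campaign mean of all compounds plus 3 SD, cut at about 26% in these data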;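 also: competitive labeling of PME-1 active site by serine hydrolase directed probe; 0% = PME-1 with DMSO and 100% = wells lacking PME-1 enzyme; inhibitors block probe labeling so polarization falls and inhibition rises; many of its hits are not listed in these tables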
GSTO1 counter = blocks human GSTO1 in RBBP9 counter-screen; P78417; recombinant GSTO1, activity-based probe fluorescence polarization; inhibition, % at 5.96 µM; 300,000 compounds, 1.1% hits; AID 1974;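 active = inhibition above the campaign mean inhibition plus 3 SD, cut at about 35% in these data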;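 also: 0% = GSTO1-1 with DMSO and 100% = wells lacking GSTO1-1 enzyme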
LYPLA1 inh = counter-screen for PME1 inhibitors: inhibitors of human LYPLA1 | AID 2174 | 320,000 compounds, 0.16% hits | recombinant LYPLA1, FP-Rh probe fluorescence polarization | O75608 | inhibition, % at 5.9 µM;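 active = inhibition above the mean of all tested compounds plus 3 SD, set per campaign, cut at about 14% in these data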;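 also: inhibitors block serine hydrolase probe labeling of LYPLA1 so polarization falls; 0% = enzyme with DMSO and 100% = wells lacking LYPLA1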
Target sequence (O75608 whole entry, looked up): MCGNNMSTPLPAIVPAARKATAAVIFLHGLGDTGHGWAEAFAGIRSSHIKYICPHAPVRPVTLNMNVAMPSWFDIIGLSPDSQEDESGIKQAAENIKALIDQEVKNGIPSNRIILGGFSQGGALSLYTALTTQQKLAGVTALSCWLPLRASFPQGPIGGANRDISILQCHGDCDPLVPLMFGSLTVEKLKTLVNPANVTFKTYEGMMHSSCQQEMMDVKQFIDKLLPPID
PAFAH2 inh = PAFAH2 (human) inhibition; Q99487; recombinant PAFAH2, FP-rhodamine activity probe, fluorescence polarization; inhibition, % at 3.39 µM; 340,000 compounds, 0.99% hits; AID 492956;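 active = inhibition above the mean over all tested compounds plus 3 SD, cut at about 30% in these data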;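 also: inhibitors block probe labeling of enzyme so polarization drops; 0% = enzyme with DMSO and 100% = wells lacking PAFAH2 protein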
PAFAH1B2 FP inh = blocks human PAF acetylhydrolase 1b catalytic subunit 2. P68402. recombinant PAFAH1B2, FP-rhodamine activity probe, fluorescence polarization. inhibition, % at 3.39 µM. 340,000 compounds, 1.2% hits;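 active = inhibition above the mean of all tested compounds plus 3 SD, cut at about 24% in these data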;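 also: 0% = enzyme with DMSO and 100% = wells lacking PAFAH1B2; many of its hits are not listed in these tables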
LYPLA2 counter = counter-screen for PME1 inhibitors: inhibitors of human LYPLA2; 320,000 compounds, 0.38% hits; inhibition, % at 5.9 µM; recombinant LYPLA2, FP-Rh probe fluorescence polarization; AID 2177; O95372;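 active = inhibition above the screen-wide mean plus 3 SD, limit set per campaign, cut at about 26% in these data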;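 also: 0% = LYPLA2 with DMSO and 100% = wells lacking LYPLA2 enzyme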
* = called active by the depositor; x = not tested or not shown.

SMILES	PAD4 inh	pPAFAH inh	PAFAH1B3 inh	PME-1 inh	GSTO1 counter	LYPLA1 inh	PAFAH2 inh	PAFAH1B2 FP inh	LYPLA2 counter
O=C1C(C=Nc2ccc(F)cc2)=C(O)c2ccccc21	0	5	-5	-4	-10	1	1	4	6
CN(C)CCNC(=O)C(=O)NCC1OCCN1S(=O)(=O)c1ccc([N+](=O)[O-])cc1 (stereo not given)	-3	-1	9	-11	2	-2	-4	1	-5
O=C(OCn1ncc(Br)c(Br)c1=O)c1ccc(F)cc1	26*	2	-2	-4	36*	-3	-2	-2	-9
CCN(CC)CCN(C)C(=O)c1ccc(OC2CCN(C(=O)C3CC3)CC2)cc1	-1	-3	4	1	-5	0	3	5	-5
CC(C)C(OC(=O)C1CCCO1)C(=O)NC1CCCC1 (stereo not given)	2	3	-5	-3	3	0	-4	5	-4
CCCCOC(=O)C1[C@H]2C(=O)N(CCc3ccccc3)C[C@]23C=C[C@H]1O3 (stereo not given in full)	-4	-1	-3	1	-1	-1	-2	-5	1
CN1CCN(CC(=O)Nc2cccc(S(=O)(=O)N(C)c3ccccc3)c2)CC1	4	2	10	-1	x	-1	6	6	4
CC1(C)Cc2c(sc(NC(=O)C(=O)NCC3CCCO3)c2C(N)=O)CO1 (stereo not given)	-1	1	10	-4	-4	1	1	6	1
CCOc1ccc(N2C(=O)/C(=C/c3ccccn3)SC2=S)cc1	-5	3	x	-2	2	3	x	x	7
Cn1c(CN2CCOCC2)nnc1SCc1ccc(C#N)cc1	0	3	3	-7	9	1	3	0	6
CCOC(=O)c1cc(NC(=O)CNCC(c2ccccc2)N(C)C)cc(C(=O)OCC)c1 (stereo not given)	-13	-6	4	-3	-7	3	-15	0	-6
Cc1ccc(CNC(=O)N2CCN(C)CC2)cc1	-1	9	7	-5	4	6	3	3	2
O=C(OC1CCOC1=O)c1cc(-c2ccc(Cl)cc2)nc2ccccc12 (stereo not given)	-7	0	-10	-6	-1	-9	-8	-4	-21
Cc1cc(C)c(NC(=O)CSc2nnc(CNC(=O)c3c(F)cccc3Cl)o2)c(C)c1	-4	0	8	1	-1	3	4	1	6
O=C(Nc1ccccc1)N(C1=NCCC1)c1ccc(OC(F)F)cc1	0	0	6	5	2	-3	8	4	-3

4 compounds from above, showing only GSTO1 counter:
SMILES,GSTO1 counter
Cn1c(CN2CCOCC2)nnc1SCc1ccc(C#N)cc1,9
CCOC(=O)c1cc(NC(=O)CNCC(c2ccccc2)N(C)C)cc(C(=O)OCC)c1 (stereo not given),-7
Cc1ccc(CNC(=O)N2CCN(C)CC2)cc1,4
O=C(OC1CCOC1=O)c1cc(-c2ccc(Cl)cc2)nc2ccccc12 (stereo not given),-1

Continuation:
SMILES	PAD4 inh	pPAFAH inh	PAFAH1B3 inh	PME-1 inh	GSTO1 counter	LYPLA1 inh	PAFAH2 inh	PAFAH1B2 FP inh	LYPLA2 counter
Cc1cc(Br)ccc1OCCCCN1CCC(C)CC1	-3	6	-3	2	2	1	-8	7	3
CC1(C)O[C@@H]2[C@H](O1)[C@@H](COS(=O)(=O)O)O[C@H]2n1ccc(=O)[nH]c1=O	4	-1	9	0	x	-5	-1	6	-8
COC(=O)c1sccc1N/C=C(\C#N)S(=O)(=O)C(C)(C)C	1	1	x	5	15	-1	x	x	-4
C(=NCCCN1CCOCC1)c1ccc2c(c1)OCO2	4	0	3	2	0	-5	7	-1	-2
O=S(=O)(Nc1cccc(-c2cn3ccsc3n2)c1)c1ccc(F)cc1	-3	32*	14	1	-5	-2	5	7	-4
Nc1nccnc1C(=O)OCC(=O)c1ccc[nH]1	-10	-1	0	4	-10	3	-3	-8	3
COC(=O)/C=C/c1ccc2c(c1)S(=O)(=O)N(c1cccc(OC)c1)[C@H]2CC(=O)OC	3	1	7	-2	-1	1	4	2	-7
COC(=O)c1cc(OC)c(OC)cc1NC(=O)Cc1cccs1	6	0	10	-1	3	-1	4	1	4
CC1CCCCC1NS(=O)(=O)c1ccc(S(=O)(=O)N2CCCC2)cc1 (stereo not given)	2	26*	3	1	-2	4	2	14	-3
CCN1CCN(c2ccc(NC(=O)c3ccc4c(c3)[nH]c(=O)n4Cc3ccc(F)cc3)cc2)CC1	7	8	1	7	10	0	-4	4	0
Cn1nc(C(C)(C)C)c(NC(=O)c2cccs2)c1C(C)(C)C	1	0	9	3	-4	4	4	4	8
Cc1cccc(CCNC(=O)CCS(=O)(=O)c2cc3c(cc2Cl)NC(=O)CO3)c1	-7	4	14	7	5	-1	0	-5	-6
Cc1cc(N/C(=N/S(=O)(=O)c2cc(F)ccc2F)c2ccccc2)n(-c2ccccc2)n1	-4	2	10	0	2	-1	-6	8	3
O=C(COc1ccc(C(=O)c2ccc(F)cc2)cc1)Nc1cccc(S(=O)(=O)N2CCOCC2)c1	-4	-2	-2	x	x	x	-4	1	x
COc1ccc(N2CCN(c3ncnc4sc(C(=O)NCC5CCCO5)c(C)c34)CC2)cc1 (stereo not given)	-1	0	4	4	5	7	-4	4	10
CCOc1ccc(OCCCC(=O)NC2=NCCS2)cc1	2	2	1	2	-4	0	3	1	4
O=C(CSc1nc2ccccc2s1)NNC(=S)Nc1ccccc1	0	1	3	5	2	-2	-2	4	6
CCC(C)C(NC(=O)/C(=C\c1ccccc1)NC(=O)c1ccc(OC)cc1)C(=O)O (stereo not given)	-5	7	9	2	3	0	0	4	-5
COc1cc(OC)cc(-c2cc(N3C(=O)Nc4ccccc4N3O)n[nH]2)c1	1	3	8	-5	1	1	-3	2	2
COc1cc(C(=S)N2CCOCC2)ccc1OC(=O)c1ccccc1C	-3	-3	5	-3	2	0	6	6	1
O=C(O)/C=C/C(=O)OC1CC2CCC1C2 (stereo not given)	3	7	-1	-6	2	2	4	4	9
Cc1ccc(S(=O)(=O)Nc2cc(-c3ccccc3)nn2C)cc1Cl	-2	7	x	3	2	3	x	x	3
CCC1CCCCN1CCCNC(=O)c1cn(CC)c2ccc(S(=O)(=O)N3CCc4ccccc4C3)cc2c1=O (stereo not given)	-3	2	7	12	-1	0	1	3	3
CC(C)C(=O)Nc1nc2cc3c(cc2s1)OCO3	4	4	-2	-4	4	-2	4	-1	3
CCCC(C(=O)NNC(=O)c1cc(C)oc1C)c1ccccc1 (stereo not given)	1	1	8	x	x	x	11	9	x
Clc1ccccc1OCCCn1ccnc1	-6	5	9	-3	6	-2	-1	6	1
O=C(NC1CC1)C1CCN(S(=O)(=O)c2ccc(Cl)cc2)CC1	-5	-1	7	5	-2	-6	-3	20	-7
CSc1ccc(/C=C/C(=O)OCC(=O)NC2CCS(=O)(=O)C2)cc1 (stereo not given)	4	-2	-3	-5	x	-3	2	0	-4
CC(C)c1ccc(NC(=O)c2cc(S(=O)(=O)NCC3COc4ccccc4O3)ccc2F)cc1 (stereo not given)	-3	-11	-24	-64	-5	-36	-49	-19	-61
CCOCCN(C(=O)c1ccccc1Cl)c1ccccc1	3	3	-2	2	8	-4	1	7	-2
CCN(CC)C(=S)Oc1ccc(Cl)cc1Cl	3	-1	5	2	6	2	12	1	-4
O=C(O)c1ccc(S(=O)(=O)N2CCC3(CC2)CC(=O)c2ccccc2O3)cc1	-2	2	2	-2	6	0	4	-4	-1
c1ccc(C[n+]2c(-c3ccccc3)csc2Nc2ccccc2)cc1	-3	2	1	2	1	1	0	1	-3
Cc1ccc2nc(C)cc(C(=O)NC3CCCCCC3)c2c1	-5	1	1	x	x	x	-6	3	x
CC1=C(C(=O)NCCN2CCOCC2)C2(CCC(C)CC2)OC1=O (stereo not given)	0	6	-5	0	-2	1	-3	5	7
O=C(NCCc1ccncc1)C12CC3CC(CC(C3)C1)C2	-3	-2	5	0	3	2	4	3	0
CC1=CC(C)(C)N2C(=O)C3(C(C#N)=C(N)OC4=C3C(=O)CCC4)c3c(C)c(C)cc1c32 (stereo not given)	-2	9	2	-6	3	4	3	4	5
CCOC(=O)c1c(C)[nH]c(C)c1S(=O)(=O)NCC(=O)Nc1ccccn1	-3	5	6	0	-3	2	1	-3	5
Nc1nccnc1C(=O)OCC(=O)N1CCN(S(=O)(=O)c2ccc(Cl)cc2)CC1	-1	2	2	12	3	3	2	12	2
COCCCNC(=O)C[C@H]1C[C@H](C(=O)N(C(C)C)C(C)C)[C@@]2(C)c3[nH]c4ccc(Cl)cc4c3CCN2C1=O	8	3	8	x	x	x	-3	2	x
CCN(CC(=O)Nc1c(F)cccc1F)C(=O)COc1ccc2c(C)cc(=O)oc2c1	3	-1	13	-5	-1	0	-3	0	6
COC(CC(=O)NNC(=S)Nc1ccccc1)OC	-1	-2	1	3	-4	-2	-3	1	0
C[C@H](CO)N1C[C@H](C)[C@@H](CN(C)S(=O)(=O)c2ccc(F)cc2)Oc2c(NC(=O)Nc3ccc4c(c3)OCO4)cccc2C1=O	-5	2	8	x	x	x	-5	7	x
CCOC(=O)N1CCN(C(=O)C2CCN(S(=O)(=O)N3CCCC3)CC2)CC1	0	5	6	-2	4	2	-6	-4	1
CN(C)C(CNc1ncnc2sccc12)c1cccs1 (stereo not given)	-3	5	2	-1	8	0	-4	0	5
O=C(NCCCN1CCOCC1)c1nn(-c2ccccc2)c(=O)c2ccccc12	-5	-1	17	3	-3	-1	3	3	3

Four compounds out of the list, sorted by heavy-atom count, descending.
SMILES	PAD4 inh	pPAFAH inh	PAFAH1B3 inh	PME-1 inh	GSTO1 counter	LYPLA1 inh	PAFAH2 inh	PAFAH1B2 FP inh	LYPLA2 counter
CCN(CC(=O)Nc1c(F)cccc1F)C(=O)COc1ccc2c(C)cc(=O)oc2c1	3	-1	13	-5	-1	0	-3	0	6
Nc1nccnc1C(=O)OCC(=O)N1CCN(S(=O)(=O)c2ccc(Cl)cc2)CC1	-1	2	2	12	3	3	2	12	2
CCOC(=O)c1c(C)[nH]c(C)c1S(=O)(=O)NCC(=O)Nc1ccccn1	-3	5	6	0	-3	2	1	-3	5
CCN(CC)C(=S)Oc1ccc(Cl)cc1Cl	3	-1	5	2	6	2	12	1	-4

Some of the compounds tested; the hit share may differ from the screen's.
